USP1 inh – blocks the human USP1/UAF1 deubiquitinase complex | AID 743255 | recombinant USP1/UAF1, Ub-Rhodamine cleavage fluorescence | actives 0.23% (n = 390,000) | O94782 | Potency, µM (titrated, usually from 57.1 µM), for inactives: at the highest dose activity change, negative = inhibition, usual class: inhibitors; further: potency means the concentration at half of the fitted maximal effect; on the % scale 0 is the no-effect control and ±100 the full control effect; nearly all actives have a fitted effect of over 60% in size; inactives centre near -12
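USP1/UAF1 complex at 1 nM was preincubated with compound for 15 min at room temperature, then Ub-Rho substrate (150nM final) was added. Fluorescence (480/540 nm) was read kinetically, 6 reads every 60 seconds.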
GLS inhibitor – inhibitors of human glutaminase (GLS) | GLS enzymatic activity, qHTS titration | actives 0.21% (n = 410,000) | O94925 | AID 624170 | Potency, µM (top dose mostly 45.5 µM), for the others: at the top dose activity change, negative = inhibition, actives largely listed as inhibitors; further: potency means the concentration at half of the fitted maximal effect; on the % scale 0 is the no-effect control and ±100 the full control effect
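Coupled fluorescence readout: glutamate oxidase/HRP/Amplex Red detect glutamate formed by hKGA from L-glutamine (1 mM solution added). Buffer 45 mM KH2PO4 pH 8.2, 0.02% Tween-20; reads at t0 and 30 min RT.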
Tb PGK inh – inhibitors of T. brucei phosphoglycerate kinase. P07378. PGK/GAPDH coupled, Kinase-Glo luminescence, 60 min. Potency, µM (titrated, usually from 57.5 µM), for the others: at the highest dose activity change, negative = inhibition, most hits filed as inhibitors. actives 0.043% (n = 380,000). AID 602233; further: potency means the concentration at half of the fitted maximal effect; on the % scale 0 is the no-effect control and ±100 the full control effect; nearly all actives have a fitted effect of over 60% in size
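Recombinant glycosomal PGK reaction used 1,3-bisphosphoglycerate generated in-well by GAPDH (100nM final) in 100mM TEA pH 7.6, 5mM MgCl2, 0.01% Tween-20. After 60 minutes at room temperature, ATP was read by Kinase-Glo Plus luminescence end-point.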
IDH1 R132H inh – blocks human mutant IDH1 R132H enzyme. Potency, µM (top dose mostly 76.6 µM), for the others: top-dose activity change, negative = inhibition, actives largely listed as inhibitors. O75874. IDH1-R132H enzyme, NADPH consumption, diaphorase/resazurin fluorescence. actives 0.093% (n = 390,000); further: potency means the concentration at half of the fitted maximal effect; on the % scale 0 is the no-effect control and ±100 the full control effect; nearly all actives have a fitted effect of over 65% in size
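IDH1-R132H (0.5 ug/mL) preincubated 30 min with compound, then NADPH (0.016 mM) and alpha-KG (2 mM) added; 80 min at RT, pH 7.5. Remaining NADPH coupled via diaphorase/resazurin to fluorescence (540/590 nm); concentration-response curves normalized to no-enzyme control.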
Pin1 inhibitor – blocks the human prolyl isomerase Pin1. AID 504891. Q13526. Potency, µM (highest dose often 115 µM), for inactives: at the top dose activity, negative = inhibition, usual class: inhibitors. Pin1 FP peptide displacement, HiFluor488, 10 min. actives 0.009% (n = 390,000); active means well fitted inhibition curve with a large enough effect in the polarisation, with a control signal flat, not every such curve was filed as active; inconclusive means small, poorly fitted or top-dose-only effect, or effect the other way, or a change in a side signal; inactive means no such curve, though single readings can be large or run the other way; the % refers to the polarisation; further: potency means the concentration at half of the fitted maximal effect; on the % scale 0 is the no-effect control and ±100 the full control effect
Target sequence (Q13526 whole entry, looked up): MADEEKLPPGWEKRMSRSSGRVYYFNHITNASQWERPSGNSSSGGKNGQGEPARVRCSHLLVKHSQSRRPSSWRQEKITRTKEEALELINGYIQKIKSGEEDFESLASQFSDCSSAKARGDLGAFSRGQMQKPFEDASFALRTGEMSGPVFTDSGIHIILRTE
PI4K2A block – inhibitors of human PI4K2A; Q9BTU6; purified PI4K2A, ADP-Glo luminescence, 1 h; stronger effect = lower value; activity change, negative = inhibition, % at 76.9 µM; actives 0.13% (n = 420,000); in the data active means activity change below about -50%; inconclusive means mostly about -30% to -49%;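 further: -100% = wells without enzyme as full effect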
Target sequence (Q9BTU6 whole entry, looked up): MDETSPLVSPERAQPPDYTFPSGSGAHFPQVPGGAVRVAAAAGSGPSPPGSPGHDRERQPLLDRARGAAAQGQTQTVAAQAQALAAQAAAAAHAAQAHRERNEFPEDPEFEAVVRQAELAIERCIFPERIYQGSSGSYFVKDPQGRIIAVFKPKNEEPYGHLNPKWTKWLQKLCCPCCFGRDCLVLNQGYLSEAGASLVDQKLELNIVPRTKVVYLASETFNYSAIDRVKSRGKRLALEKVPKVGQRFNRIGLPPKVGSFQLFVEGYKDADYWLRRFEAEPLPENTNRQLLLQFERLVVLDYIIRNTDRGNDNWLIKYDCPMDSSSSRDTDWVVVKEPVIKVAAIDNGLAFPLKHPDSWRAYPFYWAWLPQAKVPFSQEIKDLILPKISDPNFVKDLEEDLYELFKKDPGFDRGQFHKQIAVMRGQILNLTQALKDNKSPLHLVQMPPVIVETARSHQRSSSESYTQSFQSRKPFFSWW
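Compounds are screened against recombinant PI4K2A using PI as substrate and ATP, the latter dispensed at 300 microM. Reactions run one hour at ambient temperature before ADP-Glo detection; full inhibition defined by wells lacking enzyme.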
TrxR1 inh – blocks rat thioredoxin reductase 1; Potency, µM (series often up to 114 µM), for inactives: at the highest dose activity change, negative = inhibition, usual class: inhibitors; O89049; recombinant rTrxR1, NADPH fluorescence consumption, selenite substrate; actives 1% (n = 390,000); further: potency means the concentration at half of the fitted maximal effect; on the % scale 0 is the no-effect control and ±100 the full control effect; nearly all actives have a fitted effect of over 65% in size
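Rat TrxR1 (90 nM in the dispensed reagent) was pre-reduced with 400 uM NADPH for 5 min at room temperature, then incubated with compound for 15 min. After 400 uM selenite was added, NADPH fluorescence (Ex 340/Em 450 nm) was followed for 8 min.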
HP1b chromo inh – inhibitors of HP1-beta chromodomain binding to methylated histone tails; P83916; AID 540317; AlphaScreen HP1-beta / biotin-H3K9me3 peptide binding; actives 0.56% (n = 390,000); Potency, µM (series often up to 114 µM), for inactives: top-dose activity change, negative = inhibition, usual class: inhibitors; further: potency means the concentration at half of the fitted maximal effect; nearly all actives have a fitted effect of over 70% in size; inactives centre near 23
Target sequence (P83916 whole entry, looked up): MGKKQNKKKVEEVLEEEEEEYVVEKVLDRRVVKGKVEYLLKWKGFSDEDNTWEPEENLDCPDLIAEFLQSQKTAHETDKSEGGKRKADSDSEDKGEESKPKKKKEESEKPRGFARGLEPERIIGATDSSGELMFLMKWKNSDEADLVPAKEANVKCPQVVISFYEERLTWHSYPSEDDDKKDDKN
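AlphaScreen: HP1-beta (50 nM) preformed 30 min with biotin-H3(1-18)K9me3 peptide (50 nM) in PBS pH 7.4, 0.01% Tween-20. Compound added for 30 min at RT, then streptavidin donor/nickel chelate acceptor beads (10 ug/mL) for 30 min.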
TrxR1 substrate – rat thioredoxin reductase 1 substrate activity; actives 0.01% (n = 390,000); O89049; purified TrxR1 substrate turnover, NADPH consumption readout; Potency, µM (highest dose often 114 µM), without a hit: at the highest dose activity change, negative = substrate turnover; further: potency means the concentration at half of the fitted maximal effect; on the % scale 0 is the no-effect control and ±100 the full control effect; nearly all actives have a fitted effect of over 50% in size
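Rat TrxR1, dispensed at 90 nM, was prereduced with 400 uM NADPH (final) for 5 min at ~22 deg C, then incubated with compound 15 min before 400 uM selenite. A first-read NADPH fluorescence drop versus no-compound background flagged substrates.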
Starred values were filed as active, the others as inactive; i = inactive; ? = inconclusive; · = no result given; [ ] = another dose, or the depositor's remark. Unless noted, the call rests on the fitted dose curve; in most records, active means well fitted curve in the direction sought with a large enough effect; inconclusive means small, poorly fitted or top-dose-only effect, or another doubt; inactive means no such curve, though single readings can be large; an effect the other way counts as inactive or inconclusive. These rows are one share of the data, so the mix of outcomes need not match the whole.

SMILES	USP1 inh	GLS inhibitor	Tb PGK inh	IDH1 R132H inh	Pin1 inhibitor	PI4K2A block	TrxR1 inh	HP1b chromo inh	TrxR1 substrate
COc1ccc(NC(=O)C/C(C)=N/NC(=O)c2ccco2)c([N+](=O)[O-])c1	?	0%	5%	2%	-2%	0	1%	16%	0%
CCn1c(SCC(=O)OC)nc2sc3c(c2c1=O)CCC3	18%	0%	·	1%	?	-7	-1%	?	3%
CCCCCC(=O)N1CCN(CCN=CC2=C(O)CC(c3ccco3)CC2=O)CC1 (centres undefined)	-6%	2%	i	0%	-11%	-4	-29%	34%	-6%
COc1ccc(OC)c(S(=O)(=O)Nc2ccc(CC(=O)O)cc2)c1	-2%	2%	0%	6%	-2%	3	27%	16%	6%
CCOCCCNC(=O)c1ccc2c(c1)ncn2-c1ccc(CC)cc1	-17%	-5%	i	0%	1%	-4	13%	41%[activator]	5%
CCOc1ccc(CCNC(=O)COC(=O)/C=C/c2ccccc2OC)cc1OCC	-20%	-3%	i	9%	0%	-4	1%	9%	-3%
Fc1cccc(Cl)c1/C=N/n1c(-c2cccnc2)n[nH]c1=S	-23%	-29%	-6%	0%	-3%	1	-10%	3%	3%
O=C(NN1CCOCC1)NC12CC3CC(CC(C3)C1)C2	2%	5%	-6%	-2%	-5%	-2	-2%[57.1 µM]	36%	5%[57.1 µM]
Cc1cc(C(=O)OCC(=O)Nc2cccc(S(N)(=O)=O)c2)c2ccccc2n1	-2%	10%	i	-5%	1%	-2	18%[0.0914 µM]	-6%	0%
C[C@@H]1CN([C@H](C)CO)S(=O)(=O)c2ccc(-c3cccc(C(=O)N(C)C)c3)cc2O[C@H]1CN(C)C(=O)Nc1ccc(F)cc1	-22%	-7%	-5%	3%	·	3	·	·	·
O=c1[nH]cnc2c1c(-c1ccccc1)cn2-c1cccc(Cl)c1	-29%	19%	0%	0%	-6%	-2	6%	42%[activator]	-4%
CC1CCc2c(sc(NC(=O)COC(=O)C3CCCO3)c2C#N)C1 (centres undefined)	-22%	8%	-9%	0%	-2%	-1	13%	34%	3%
Cc1oc2ccc(O)c(CN3CCCCCC3)c2c1C(=O)Nc1cccc(Cl)c1C	-12%	-12%	10%	-4%	7%	0	-7%	-8%	1%
O=C(Nc1ccccc1F)C1CCCN1S(=O)(=O)c1ccc(Cl)cc1 (centres undefined)	-4%	-3%	-12%	-14%	-3%	6	36%[activator]	13%	10%
O=C(N/N=C/c1coc2ccc(Cl)cc2c1=O)c1cc(O)cc(O)c1	-4%	?	i	-5%	13%	1	-19%	12%	-8%
Cn1ncc([N+](=O)[O-])c1C(=O)NC1CCCCCC1	-25%	-2%	-2%	-2%	-2%	1	36%[activator]	41%[activator]	4%
CCOC(=O)c1c(C)[nH]c(C(=O)NNC(=O)c2ccccc2)c1C	-14%	-1%	5%	-4%	5%	4	22%	10%	15%
O=S(=O)(c1ccc(NCCc2c[nH]c3ccccc23)nc1)N1CCOCC1	-16%	24%	-2%	-2%	?	4	-3%[57.1 µM]	18%	4%[57.1 µM]
COc1ccc(OC)c2sc(N3CCN(C(=O)C(C)(C)C)CC3)nc12	-3%	6%	1%	-2%	?	0	4%[57.1 µM]	15%	1%[57.1 µM]
O=C(O)C1=C[C@@H](c2csc3ccccc23)C[C@@H](OCCCCO)O1	?	13%	i	22%	-6%	-6	-3%	48%[activator]	3%
O=C(/C=C/c1ccco1)Nc1cccc(-c2nc3ccccc3[nH]2)c1	-6%	7%	i	5%	17%	0	79µM*	-27%	0%
COc1cccc(-c2nc3cc(C)ccc3o2)c1	-14%	-4%	-9%	2%	6%	?	-7%	179%[activator]	43%[activator]
O=C(Nc1ccc(Br)cc1)Nc1nc2c(s1)CCCCCC2	-5%	-2%	-3%	-14%	0%	1	22%[57.1 µM]	18%[57 µM]	0%[57.1 µM]
Cc1ccc(NC(=O)CCN2C(=O)OC(C)(C)C2(C)O)cc1 (centres undefined)	-10%	-2%	-6%	-1%	0%	1	15%[57.1 µM]	19%	2%[57.1 µM]
COc1ccc2c(CC(=O)OCC(=O)Nc3ccc(S(N)(=O)=O)cc3)coc2c1	-18%	6%	-3%	23%	0%	1	5%	6%	-4%
COc1ccc(OC)c(NC(=O)Nc2nnc(N3CCC(C)CC3)s2)c1	-22%	-5%	-4%	3%	-1%	-4	11%	6%	1%
COC(=O)C1CCN(C(=O)COC(=O)c2cc([N+](=O)[O-])ccc2N2CCOCC2)CC1	-1%	8%	-3%	1%	5%	-4	-15%	11%	-11%
Cc1ccc(C(=O)Nc2ccccc2N2CCCCC2)cc1[N+](=O)[O-]	-13%	9%	1%	1%	4%	-7	0%	5%	-5%
CCCC(C)NC(=O)c1cc(Cl)ccc1OC (centres undefined)	-15%	4%	-4%	8%	-3%	7	11%[57.1 µM]	25%	9%[57.1 µM]
COc1cc(NC(=O)C(F)(F)F)cc(OC)c1	-3%	4%	i	-1%	-5%	-4	8%	33%	41%[activator]
Cc1ccc(CN2CCN(Cc3cn[nH]c3-c3ccccc3)CC2CCO)o1 (centres undefined)	-4%	4%	7%	-17%	-2%	-2	-2%	12%	6%
O=C(CCNS(=O)(=O)c1cccc(Cl)c1)OCC(=O)N1CCN(C(=O)c2ccco2)CC1	-5%	12%	-2%	-4%	-2%	6	50µM*	6%	11%
COc1ccc(CN(C)C(=O)C(Cc2ccccc2)NC(=O)c2ccccc2)c(OC)c1 (centres undefined)	3%	7%	-10%	-2%	?	9	13%	22%	-5%
Cc1ccc(C(=O)NCC(c2ccco2)S(=O)(=O)c2cccs2)cc1C (centres undefined)	?	6%	7%	0%	-5%	1	-1%[57.1 µM]	20%	0%[57.1 µM]
CCN1C(=O)[C@H]2[C@@H](c3ccc(-c4ccc5c(c4)OCO5)cc3)N[C@@](Cc3ccccc3)(C(=O)OC)[C@H]2C1=O	15%	1%	6%	-8%	10%	-2	33%[57.1 µM]	37%	25%[57.1 µM]
Cc1ccc(C(CC(=O)O)NC(=O)CCNC(=O)c2ccco2)cc1 (centres undefined)	4%	1%	3%	0%	5%	-2	1%	60%[activator]	-11%[57.1 µM]
Cc1ccc(Cn2c(CN3CCOCC3)nc3c2c(=O)[nH]c(=O)n3C)cc1	-11%	-12%	-7%	4%	1%	5	20%	51%[activator]	12%
COc1cccc(C=Nc2cc(C(C)C)c(O)cc2C)c1O	?	41%[activator]	i	21%	12%	-2	-6%[11.4 µM]	79µM*	1%[11.4 µM]
COc1ccc(C=C(c2nc3ccccc3s2)c2nc3ccccc3s2)cc1O	-17%	-3%	-1%	2%	28%	0	-7%	?	-8%
Cc1ccc(-c2cc(C(F)(F)F)n3nc(C(=O)Nc4sc5c(c4C#N)CCC(C)C5)cc3n2)cc1 (centres undefined)	-23%	4%	i	2%	1%	-2	17%	16%	4%

An excerpt of these results, with each value named.
O=C(Nc1ccc(Br)cc1)Nc1nc2c(s1)CCCCCC2
  USP1 inh: -5%	GLS inhibitor: -2%	Tb PGK inh: -3%	IDH1 R132H inh: -14%	Pin1 inhibitor: 0%	PI4K2A block: 1	TrxR1 inh: 22%[57.1 µM]	HP1b chromo inh: 18%[57 µM]	TrxR1 substrate: 0%[57.1 µM]
Cc1ccc(NC(=O)CCN2C(=O)OC(C)(C)C2(C)O)cc1 (centres undefined)
  USP1 inh: -10%	GLS inhibitor: -2%	Tb PGK inh: -6%	IDH1 R132H inh: -1%	Pin1 inhibitor: 0%	PI4K2A block: 1	TrxR1 inh: 15%[57.1 µM]	HP1b chromo inh: 19%	TrxR1 substrate: 2%[57.1 µM]

(list continues)
SMILES	USP1 inh	GLS inhibitor	Tb PGK inh	IDH1 R132H inh	Pin1 inhibitor	PI4K2A block	TrxR1 inh	HP1b chromo inh	TrxR1 substrate
Cn1cnc(S(=O)(=O)Nc2ccccc2C(=O)NCC2CC2)c1	8%	-7%	-5%	7%	-1%	7	-7%[57.1 µM]	19%	11%[2.29 µM]
CSc1ccccc1-c1nnc(-c2ccccc2)o1	1%	5%	-6%	3%	-1%	3	11%[57.1 µM]	39%[activator]	8%[57.1 µM]
Cc1ccsc1/C=N/NC(=O)CNC(=O)c1c(F)cccc1Cl	-18%	-14%	i	0%	-1%	-3	-21%	23%	?
O=c1oc(-c2cccs2)nc2ccccc12	-2%	-7%	-9%	5%	3%	11	-23%	48%[activator]	-7%
O=C1CCCN2N=C(SCC(=O)Nc3cccc(F)c3)SC2=N1	-10%	-4%	-3%	19%	-1%	0	15%	-13%	6%
CCCN1CCC(=O)N([C@H](CSc2ccccc2)CC(C)C)CC1	-28%	-5%	9%	-13%	-3%	0	8%[57.1 µM]	28%	11%[57.1 µM]
CN(C)S(=O)(=O)c1cccc(NC(=O)COC(=O)c2cc(=O)[nH]c(=O)[nH]2)c1	-15%	19%	-5%	3%	-7%	2	9%[57.1 µM]	29%	4%[57.1 µM]
Cc1ccc(NC2CC(=O)N(CCc3ccccc3)C2=O)cc1 (centres undefined)	-1%	-8%	i	1%	0%	3	22%	26%	-3%[57.1 µM]
Cc1ccc(CNC(=O)C2CC(=O)N(C3CCCCCCC3)C2)cc1 (centres undefined)	2%	10%	2%	-2%	-3%	1	9%	23%	1%
COc1ccc(C2C(C#N)=C(N)OC3=C2C(=O)CCC3)cc1Cn1nc(C)c([N+](=O)[O-])c1C (centres undefined)	0%	6%	-1%	4%	2%	-3	-14%	2%	-10%

Source: PubChem
